APJ antagonist: APJ receptor antagonism. inhibition, % at 20 µM. P35414. CHO-K1 APJ beta-arrestin complementation, luminescence. AID 2521. hit rate 0.32% among 330,000;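 active means inhibition above about 40% at 20 µM, limit read from the data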;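 further: cells challenged with 10 nM apelin-13 agonist together with compound; plate controls were apelin-13 plus DMSO wells for no effect and DMSO wells lacking apelin-13 for full effect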
Target sequence (P35414 whole entry, looked up): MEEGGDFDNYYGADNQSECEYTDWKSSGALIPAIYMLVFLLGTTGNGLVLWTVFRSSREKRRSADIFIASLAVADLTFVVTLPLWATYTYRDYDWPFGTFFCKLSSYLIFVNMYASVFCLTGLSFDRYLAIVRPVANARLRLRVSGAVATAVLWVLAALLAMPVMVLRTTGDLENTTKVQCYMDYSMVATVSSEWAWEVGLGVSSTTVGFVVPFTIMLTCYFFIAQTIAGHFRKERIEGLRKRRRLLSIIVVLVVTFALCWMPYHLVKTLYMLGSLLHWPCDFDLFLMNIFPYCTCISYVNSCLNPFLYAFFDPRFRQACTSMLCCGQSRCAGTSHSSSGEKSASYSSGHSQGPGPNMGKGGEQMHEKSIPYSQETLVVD
APJ ag: APJ receptor agonism; P35414; CHO-K1 APJ PathHunter beta-arrestin, luminescence; 0% DMSO wells, 100% apelin; activation, % at 20 µM; hit rate 0.11% among 330,000; AID 2520;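 active means activation more than six SD over the plate average, tested at 20 µM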;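 further: 0% = DMSO alone and 100% = apelin-13 at 10 nM; some results filed as inactive read as strong as hits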
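Material: CHO-K1 APJ beta-arrestin complementation cell line; Input: cell density 1000 per well; Incubation: compound stimulation 90 min at 25 °C, detection 60 min; Signal: luminescence from split beta-galactosidase complementation, Galacton Star/Emerald II substrate; Controls: DMSO-only wells as negative, 10 nM Apelin-13 as positive control.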
UBC13 inh: inhibitors of human UBC13 polyubiquitin chain formation. P61088. TR-FRET. inhibition, % at 20 µM. hit rate 0.47% among 330,000. AID 485273; in the data active means inhibition above about 45%, passing the limit was not always enough
Target sequence (P61088 whole entry, looked up): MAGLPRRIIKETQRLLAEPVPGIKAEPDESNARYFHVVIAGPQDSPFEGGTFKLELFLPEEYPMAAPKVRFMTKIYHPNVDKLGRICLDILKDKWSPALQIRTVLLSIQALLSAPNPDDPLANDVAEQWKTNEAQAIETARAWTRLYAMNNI
EBI2 antag: blocks human EBI2 receptor beta-arrestin signaling | hit rate 0.81% among 360,000 | EBI2 beta-arrestin recruitment, luminescence, 7a,25-OHC stimulated | inhibition, % at 5 µM | AID 651636 | P32249; in the data active means inhibition above about 38%;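 further: enzyme fragment complementation signal reports receptor beta-arrestin coupling in cells; 0% = agonist plus DMSO wells and 100% = wells without agonist; some results beyond the cut were filed as inactive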
Target sequence (P32249 whole entry, looked up, the tested form may be a part): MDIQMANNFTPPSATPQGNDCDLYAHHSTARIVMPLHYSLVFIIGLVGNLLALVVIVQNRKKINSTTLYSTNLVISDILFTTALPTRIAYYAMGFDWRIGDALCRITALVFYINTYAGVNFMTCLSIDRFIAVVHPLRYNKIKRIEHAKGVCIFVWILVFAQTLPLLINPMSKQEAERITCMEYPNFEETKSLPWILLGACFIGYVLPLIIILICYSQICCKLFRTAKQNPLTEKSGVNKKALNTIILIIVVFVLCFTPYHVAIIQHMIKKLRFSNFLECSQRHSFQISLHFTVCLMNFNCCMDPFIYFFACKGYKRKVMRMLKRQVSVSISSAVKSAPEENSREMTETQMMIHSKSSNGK
Numbers without * were called inactive; · = no result given.

#	SMILES	APJ antagonist	APJ ag
1	COc1ccc(N2CCN(C(=O)c3ccc4c(c3)NC(=O)C(CSCc3ccc(C)cc3)N4)CC2)cc1 (stereo not given)	11	2
2	C[C@@H](C(=O)N1CCN(C(=O)OC(C)(C)C)CC1)n1cc(-c2cn([C@@H](C)C(=O)N3CCN(C(=O)OC(C)(C)C)CC3)nn2)nn1	0	-4
3	Cc1cc(C)cc(N(C(=O)CCC(=O)Nc2ccccn2)C(C(=O)NC(C)C)c2ccc(O)cc2)c1 (stereo not given)	2	-3
4	COC(=O)C[C@@H]1C=C[C@@H](NS(=O)(=O)c2ccc(OC)cc2)[C@@H](CO)O1	·	·
5	CCOC(=O)C1=CC[C@@H](c2cccc(Br)c2)N(S(=O)(=O)c2ccc(F)cc2)[C@H]1c1cccc(Cl)c1	·	·
6	Cc1cccc(C)c1NC(=O)C(c1ccccc1)n1c(=O)c(-c2ccccc2)nc2ccccc21 (stereo not given)	·	·
7	CC(C)(C)NC(=O)C(c1ccc(C#N)cc1)n1c(=O)c(-c2ccco2)nc2ccccc21 (stereo not given)	·	·
8	CO[C@@H]1CN(C)C(=O)c2ccc(NC(=O)C3CCC3)cc2OC[C@H](C)N(CC2CCCCC2)C[C@H]1C	·	·

#	UBC13 inh	EBI2 antag
1	-21	·
2	-2	·
3	4	·
4	·	-12
5	·	18
6	·	7
7	·	-4
8	·	5

Profiles as entered above:
`C[C@@H](C(=O)N1CCN(C(=O)OC(C)(C)C)CC1)n1cc(-c2cn([C@@H](C)C(=O)N3CCN(C(=O)OC(C)(C)C)CC3)nn2)nn1` across the screens: APJ antagonist: 0; APJ ag: -4; UBC13 inh: -2; EBI2 antag: ·
`COC(=O)C[C@@H]1C=C[C@@H](NS(=O)(=O)c2ccc(OC)cc2)[C@@H](CO)O1` across the screens: APJ antagonist: ·; APJ ag: ·; UBC13 inh: ·; EBI2 antag: -12

(next part)
#	SMILES	APJ antagonist	APJ ag
9	O=C(C[C@@H]1CC[C@H](NS(=O)(=O)c2ccccc2F)[C@@H](CO)O1)NCCCN1CCOCC1	·	·
10	CC(C)CN1C(=O)CSCC1(C)C(=O)Nc1ccc2c(c1)OCCO2 (stereo not given)	·	·
11	COC(=O)C[C@H]1CC[C@H](NC(=O)c2ccc(F)cc2)[C@@H](CO)O1	·	·
12	O=C1Nc2ccccc2-n2nnnc2C1N1CCN(c2ccccn2)CC1 (stereo not given)	·	·
13	Cc1cccc(C)c1NC(=O)C(c1ccnc2ccccc12)n1c(=O)c(-c2ccccc2)nc2ccccc21 (stereo not given)	·	·
14	Cc1cccc(N2CCN(C3C(=O)Nc4ccccc4-n4nnnc43)CC2)c1C (stereo not given)	·	·
15	CC(C)(C)NC(=O)C(C1CC1)n1c(=O)c(-c2cc3ccccc3[nH]2)nc2ccccc21 (stereo not given)	·	·
16	COc1cccc(C2CC(OCCF)=CC(=O)O2)c1 (stereo not given)	·	·

#	UBC13 inh	EBI2 antag
9	·	1
10	·	3
11	·	-4
12	·	-7
13	·	13
14	·	9
15	·	14
16	·	-4

Next part.
#	SMILES	APJ antagonist	APJ ag
17	CC1(c2nnnn2C2CCCC2)CCC(=O)N1c1ccc2c(c1)OCCO2 (stereo not given)	·	·
18	Cc1ccccc1CN1C(=O)CN(S(C)(=O)=O)CC1(C)C(=O)NC(C)C (stereo not given)	·	·
19	O=C(C[C@@H]1CC[C@@H]2[C@H](COC[C@H](O)CN2CCC(F)(F)F)O1)NCc1ccc2c(c1)OCO2	·	·
20	Cc1ccc(CN2C(=O)CSCC2(C)C(=O)NC(C)C)cc1 (stereo not given)	·	·
21	COCC(=O)N[C@H]1C=C[C@@H](CC(=O)OC)O[C@@H]1CO	·	·
22	Cc1cccc(-c2ccc([N+](=O)[O-])cc2CN2CCN(c3ncc(Cc4ccccc4)cn3)CC2)c1	·	·
23	Cc1cccc(C)c1NC(=O)C1(C)CSCC(=O)N1CCc1ccccc1F (stereo not given)	·	·
24	COc1ccc(C2=Nc3ccccc3N(C(=O)Cc3cc(OC)cc(OC)c3)C2C(=O)NC(C)(C)C)cc1 (stereo not given)	·	·

#	UBC13 inh	EBI2 antag
17	·	-14
18	·	-1
19	·	-3
20	·	-1
21	·	-1
22	·	3
23	·	-3
24	·	5

The closing 2 entries of the section above come first, to join the parts.
#	SMILES	APJ antagonist	APJ ag
23	Cc1cccc(C)c1NC(=O)C1(C)CSCC(=O)N1CCc1ccccc1F (stereo not given)	·	·
24	COc1ccc(C2=Nc3ccccc3N(C(=O)Cc3cc(OC)cc(OC)c3)C2C(=O)NC(C)(C)C)cc1 (stereo not given)	·	·
25	CC(=O)Nc1cccc(-c2nc3ccccc3n2C(C)C(=O)NC(C)(C)C)c1 (stereo not given)	·	·
26	CCOC(=O)[C@]12CCCC=C1N(Cc1ccccc1)C(=O)[C@H](CC(=O)NCCCCc1ccccc1)C2	·	·
27	Cc1cccc(C)c1NC(=O)C(C1CC1)n1c(=O)c(-c2ccccc2)nc2ccccc21 (stereo not given)	·	·
28	COC(=O)[C@@]12C[C@@H](CC(=O)NCc3ccc(OC)c(OC)c3)C(=O)N(Cc3cccc4ccccc34)C1=CCC(C)(C)C2	·	·
29	CCc1ccc(N2C=C(C(=O)OC)C(c3ccc(OC)cc3)C(C#N)=C2N)cc1 (stereo not given)	·	·
30	COc1cccc(OC)c1C(=O)NCCNc1nc2cc(C)cc(C)c2cc1C#N	·	·
31	O=C(NC1CCCCC1)C(c1ccccc1)n1c(=O)c(-c2ccco2)nc2ccccc21 (stereo not given)	·	·
32	CCCCCCCCN1C(=O)[C@H](CC(=O)NCc2ccc(C)o2)C[C@@]2(C(=O)OCC)CCC=C12	·	·

#	UBC13 inh	EBI2 antag
23	·	-3
24	·	5
25	·	-4
26	·	7
27	·	7
28	·	16
29	·	10
30	·	-1
31	·	17
32	·	6

Later entries
#	SMILES	APJ antagonist	APJ ag
33	COC(=O)[C@@]12C[C@@H](CC(=O)NCCCN3CCCC3=O)C(=O)N(Cc3cccc4ccccc34)C1=CCC(C)(C)C2	·	·
34	Cc1cccc(S(=O)(=O)N2C[C@@H](O)COC[C@@H]3O[C@H](CC(=O)NCCCN4CCOCC4)CC[C@H]32)c1	·	·
35	CCOC1=C2[C@@H](CN(S(=O)(=O)c3ccccc3C)[C@H]2c2ccc(Cl)cc2)[C@H]2C(=O)N(C3CCCCC3)C(=O)[C@H]2C1	·	·
36	Cc1ccccc1CN1C(=O)CN(S(C)(=O)=O)CC1(C)C(=O)Nc1c(C)cccc1C (stereo not given)	·	·
37	Oc1cccc(CN2CCN(c3ncc(Cc4ccccc4)cn3)CC2)c1	·	·
38	CO[C@H]1CN(C)C(=O)c2cc(NC(=O)c3cc(C)on3)ccc2OC[C@@H](C)N(C(=O)C2CC2)C[C@H]1C	·	·
39	COC(=O)C[C@@H]1C=C[C@H](NC(=O)c2cnccn2)[C@@H](CO)O1	·	·
40	COc1cccc(C(C(=O)NCc2ccccc2)N2CCN(c3ccccc3F)CC2)c1OC (stereo not given)	·	·

#	UBC13 inh	EBI2 antag
33	·	8
34	·	-9
35	·	16
36	·	-6
37	·	-5
38	·	-11
39	·	-10
40	·	15

Additional compounds.
#	SMILES	APJ antagonist	APJ ag
41	Cc1cccc(C)c1N1C(=O)c2ccccc2NC(=O)C1C(=O)NCCOc1ccccc1 (stereo not given)	·	·
42	CCOC(=O)CC1(C)Sc2ccccc2N1S(=O)(=O)c1ccc(C)cc1 (stereo not given)	·	·
43	CC(C)(C)NC(=O)C(c1ccc(C(F)(F)F)cc1)n1c(=O)c(-c2cc3ccccc3[nH]2)nc2ccccc21 (stereo not given)	·	·
44	CO[C@@H]1CN(C)C(=O)c2cc(NC(=O)Nc3cc(F)ccc3F)ccc2OC[C@H](C)N(C(=O)c2ccccn2)C[C@@H]1C	·	·
45	Cc1ccc(S(=O)(=O)N2[C@H](CC(=O)c3cccs3)OC[C@@H]2C(C)C)cc1	·	·
46	COc1ccc(CN2C(=O)CN(S(C)(=O)=O)CC2(C)C(=O)Nc2c(C)cccc2C)cc1OC (stereo not given)	·	·
47	CCCCCCCCN1C(=O)[C@H](CC(=O)N2CCC(c3ccccc3)CC2)C[C@@]2(C(=O)OC)CC(C)(C)CC=C12	·	·
48	O=C(C(=O)N1CCN(C(=O)c2ccco2)CC1)c1ccccc1	·	·

#	UBC13 inh	EBI2 antag
41	·	1
42	·	13
43	·	10
44	·	-9
45	·	8
46	·	-1
47	·	3
48	·	-4

Some of these compounds in order of SMILES length, lowest first.
#	SMILES	APJ antagonist	APJ ag
45	Cc1ccc(S(=O)(=O)N2[C@H](CC(=O)c3cccs3)OC[C@@H]2C(C)C)cc1	·	·
46	COc1ccc(CN2C(=O)CN(S(C)(=O)=O)CC2(C)C(=O)Nc2c(C)cccc2C)cc1OC (stereo not given)	·	·
44	CO[C@@H]1CN(C)C(=O)c2cc(NC(=O)Nc3cc(F)ccc3F)ccc2OC[C@H](C)N(C(=O)c2ccccn2)C[C@@H]1C	·	·

#	UBC13 inh	EBI2 antag
45	·	8
46	·	-1
44	·	-9

(cont.)
#	SMILES	APJ antagonist	APJ ag
49	CCOC(=O)C1C(C)C(C(C)(C)C)N(S(=O)(=O)c2ccc(C)cc2)C1c1ccccc1 (stereo not given)	·	·
50	COC(=O)[C@@]12C[C@@H](CC(=O)NCc3cccs3)C(=O)N(Cc3cccc4ccccc34)C1=CCC(C)(C)C2	·	·
51	COc1ccc(C(C(=O)Nc2ccc3c(c2)OCCO3)n2c(=O)c(-c3cc4ccccc4[nH]3)nc3ccccc32)cc1 (stereo not given)	·	·
52	COc1ccccc1S(=O)(=O)N[C@@H]1CC[C@@H](CCn2cc(C3CC3)nn2)O[C@@H]1CO	·	·
53	COC(=O)[C@@]12C[C@@H](CC(=O)NCc3ccc(OC)c(OC)c3)C(=O)N(CCc3ccc(OC)c(OC)c3)C1=CCC(C)(C)C2	·	·
54	O=C(C[C@@H]1CC[C@@H]2[C@H](COC[C@H](O)CN2C(=O)Nc2ccc(F)cc2)O1)NCCc1ccncc1	·	·
55	O=C(NCC(F)(F)F)C1C(=O)Nc2ccccc2C(=O)N1C1CCCC1 (stereo not given)	·	·
56	Cc1csc(-c2nc3ccccc3n2C(C(=O)Nc2c(C)cccc2C)C2CC2)c1 (stereo not given)	·	·

#	UBC13 inh	EBI2 antag
49	·	1
50	·	12
51	·	9
52	·	-1
53	·	-1
54	·	-6
55	·	-12
56	·	12

(list continues)
#	SMILES	APJ antagonist	APJ ag
57	CC1(C(=O)Nc2ccc3c(c2)OCCO3)CN(S(C)(=O)=O)CC(=O)N1CCCN1CCOCC1 (stereo not given)	·	·
58	CCNC(=O)C[C@@H]1CC[C@@H]2NC[C@@H](O)COC[C@H]2O1	·	·
59	COC(=O)[C@@]12C[C@@H](CC(=O)NCC3CCCCC3)C(=O)N(CCc3ccc(OC)c(OC)c3)C1=CCC(C)(C)C2	·	·
60	CCOC(=O)[C@]12CCCC=C1N(Cc1ccccc1)C(=O)[C@H](CC(=O)NCC13CC4CC(CC(C4)C1)C3)C2	·	·
61	CCOC(=O)[C@]12CCCC=C1N(Cc1ccccc1)C(=O)[C@H](CC(=O)NCCCOC)C2	·	·
62	COC(=O)[C@]12CCCCC=C1N(CCc1ccc(OC)c(OC)c1)C(=O)[C@H](CC(=O)NCCc1ccccc1OC)C2	·	·
63	C=CCC(NC(=O)N(C)C)(C(=O)OC)C(C)O (stereo not given)	·	·
64	CSCCC(C(=O)Nc1c(C)cccc1C)n1c(-c2cc(C)cs2)nc2ccccc21 (stereo not given)	·	·

#	UBC13 inh	EBI2 antag
57	·	-5
58	·	-13
59	·	12
60	·	14
61	·	-5
62	·	10
63	·	-1
64	·	11

Carrying on.
#	SMILES	APJ antagonist	APJ ag
65	COC(=O)C1=CN(c2cccc(OCc3ccccc3)c2)C(N)=C(C#N)C1c1ccccc1 (stereo not given)	·	·
66	CCc1ccc(N2C=C(C(=O)OC)C(c3cccc4ccccc34)C(C#N)=C2N)cc1 (stereo not given)	·	·
67	Cc1cccc(C)c1NC(=O)C(c1cc2ccccc2o1)N1CCC(c2ccccc2)CC1 (stereo not given)	·	·
68	COC1=CC(=O)OC(c2cccc(OC)c2)C1 (stereo not given)	·	·
69	CC(C)(C)NC(=O)C(c1ccnc2ccccc12)n1c(=O)c(-c2ccco2)nc2ccccc21 (stereo not given)	·	·

#	UBC13 inh	EBI2 antag
65	·	3
66	·	18
67	·	15
68	·	4
69	·	2

Two records picked at random from those above, as already listed:
#	SMILES	APJ antagonist	APJ ag
66	CCc1ccc(N2C=C(C(=O)OC)C(c3cccc4ccccc34)C(C#N)=C2N)cc1 (stereo not given)	·	·
65	COC(=O)C1=CN(c2cccc(OCc3ccccc3)c2)C(N)=C(C#N)C1c1ccccc1 (stereo not given)	·	·

#	UBC13 inh	EBI2 antag
66	·	18
65	·	3

Screening data (PubChem BioAssay)

This is a subset (hit frequency here may not be typical).
